Lipid storage S3 – qHTS Assay for Lipid Storage Modulators in Drosophila S3 Cells; Potency in µM for hits, for the others lipid storage change, negative = inhibition, % at the top dose, mostly 46.1 µM; Drosophila S3 cells, BODIPY lipid droplet fluorescence, 18-24 h; cells fed with added oleic acid; 320,000 tested, 0.64% active; active means well fitted inhibition curve with a large enough effect in the signal ratio, with a control signal flat, not every such curve was filed as active; inconclusive means small, poorly fitted or top-dose-only effect, or effect the other way, or a change in a side signal; the % refers to the signal ratio
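Drosophila S3 cells got compounds at several concentrations plus oleic acid (400 uM solution). Laser-scanning cytometry with 488 nm excitation read lipid droplets at 500-530 nm and cells at 575-640 nm. Percent activity was relative to 20 uM Triacsin C.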
Lipid storage S3 cell count max – second read-out of Lipid storage S3, no call of its own (marks repeat the call); cell number change, %; measured here: cell count max response;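 cells counted by Cell Tracker Red CMTPX staining in the red channel; peak over a dose series mostly up to 46.1 µM; percent activity relative to internal control wells on each plate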
Numbers without * were called inactive; i = inactive; ? = inconclusive; / = not tested or not shown. On the % scale 0 is the no-effect control and ±100 the full control effect; potency means the concentration at half of the fitted maximal effect. Some of the compounds tested. The share of hits here may be higher or lower than overall.

SMILES	Lipid storage S3	Lipid storage S3 cell count max
O=C(O)c1ccc(CSc2nnc(SCc3ccccc3)s2)cc1	2.7%	-0.1
Cc1cccc(NC(=O)Cn2c(=O)oc3cc(S(=O)(=O)N4CCCC4)ccc32)n1	?	/
N#C/C(=N\Nc1ccc(Br)cc1)C(=N)N1CCOCC1	1.2%	8.6
Cn1c(SCC(=O)Nc2cccc(S(=O)(=O)NC3=NCCCCC3)c2)nnc1-c1ccccc1	?	/
O=C(O)c1ccc(N/N=C/C2=Cc3ccccc3OC2)cc1	13.4%	9.4
COc1ccc(-c2c(C#N)c(SCC(=O)c3cc4ccccc4oc3=O)nc(C)c2C(=O)Nc2ccccc2)cc1	-9.9%	-16.1
Cc1ccc(Cn2c(C)nc3ccc([N+](=O)[O-])cc3c2=O)cc1	-2.2%	-6.2
COC(=O)c1ccc2c(=O)n(C3CCCCC3)c(SCC#N)nc2c1	?	/
Cc1ccc(C(=O)OCC(=O)N2CC(=O)Nc3ccccc32)s1	?	/
Cc1ccc(S(=O)(=O)CCC(=O)N(C)C2CCCCC2)cc1	?	/
COc1cccc(CNS(=O)(=O)c2ccc3c(c2)N(C(C)=O)CCO3)c1	?	/
CCC(C)[C@@H](C(=O)Nc1ccc2c(c1)OCO2)N1Cc2ccccc2C1=O (stereo partly specified)	?	/
O=C(CN1CCN(Cc2ccccc2)CC1)Nc1ccc(Br)cc1	8.2%	-1.4
CCOC(=O)[C@H]1[C@H]2COc3ccc(Cl)cc3[C@@H]2N2C(=O)c3ccc(F)cc3NC(=O)[C@@]12C	?	/
Cc1ccc(C(=O)ON=C2CCN(S(=O)(=O)c3ccccc3)CC2)cc1	15.3%	1.0
CC1CCCC(NC(=O)NC(=O)COC(=O)c2ccc(O)cc2O)C1C (stereo unspecified)	?	/
CCCCNC(=O)CN(CCc1ccccc1)S(C)(=O)=O	?	/
CCOCCc1nnc(NC(=O)c2cccc(F)c2)s1	3.6%	-10.3
C/C(=N\NC(=O)c1cccc(S(=O)(=O)N2CCOCC2)c1)c1ccc(C#N)cc1	?	/
Cc1ccc(-c2cc(-c3ccc4c(c3)OCO4)c(C#N)c(N)n2)o1	?	/
Cn1c(SCC(=O)NCc2ccc3c(c2)OCO3)nnc1C1COc2ccccc2O1 (stereo unspecified)	?	/
O=C(Nc1cccc(NC(=O)c2ccc(-c3cccc(Br)c3)o2)c1)c1ccco1	?	/
COc1ccc(N2CCN(C(=O)COC(=O)CNC(=O)c3ccc(Cl)cc3Cl)CC2)cc1	?	/
COc1cccc(N2C(=NC(=O)C3CCCO3)SC3CS(=O)(=O)CC32)c1 (stereo unspecified)	i	9.2
Cc1cc2nnc(SCC(=O)NCC3CCCO3)n2c2ccccc12 (stereo unspecified)	8.4%	9.5
CC(C)OP(=O)(OC(C)C)C(O)c1cccc([N+](=O)[O-])c1 (stereo unspecified)	?	/
C[C@@H](NC(=O)[C@@H]1Cc2ccccc2CN1C(=O)OC(C)(C)C)C(=O)NCC1CCCO1 (stereo partly specified)	26.2%	/
CCOC(=O)N1CCN(c2cc(=O)n(-c3cccc(Br)c3)c(=O)[nH]2)CC1	?	/
CN(c1ccccc1C(=O)Nc1cccnc1)S(C)(=O)=O	?	/
CC(C(=O)NC1(C#N)CCCCC1)N(C)CC(=O)Nc1ccc(Cl)c(Cl)c1 (stereo unspecified)	?	/
Cn1c(=O)n(C)c2cc(/C=N/NC(N)=S)ccc21	?	/
CCC1(c2ccc(F)cc2)NC(=O)N(CC(=O)Nc2ccccc2Cl)C1=O (stereo unspecified)	?	/
CC(C)NC(=S)N1CCN(S(=O)(=O)c2cccc(C(F)(F)F)c2)CC1	?	/
C=CCn1c(SCC(=O)c2c(N)n(C)c(=O)n(C)c2=O)nc2sc(C)c(C)c2c1=O	?	/
COc1ccc(C2NC(=S)NC(O)(C(F)(F)F)C2C(=O)c2cccs2)cc1 (stereo unspecified)	-20.5%	-5.9
CN1/C(=C/c2cccc[n+]2CCO)Sc2ccccc21	-13.9%	0.7
O=C(COc1ccccc1Cl)Nc1ccccc1C(=O)N1CCOCC1	-8.2%	-8.8
C=CCSc1nc(C)c2cc(C)cc(C)c2n1	?	/
O=[N+]([O-])/C(=C\Nc1ccc(F)cc1F)S(=O)(=O)c1ccccc1	9.0%	/
C[C@@H]1CC[C@@]2(OC1)O[C@H]1C[C@H]3[C@@H]4CC=C5C[C@@H](O)[C@H](O)C[C@]5(C)C4CC[C@]3(C)[C@H]1[C@@H]2C (stereo partly specified)	-0.6%	-9.2
CCc1ccc(C(=O)OCC(=O)NCC(F)(F)F)cc1	?	/
COc1ccc(CN2CC(=O)N(c3ccc(C)cc3)C2=S)cc1OC	?	/
CCOC(=O)CC1COc2ccccc2N1C(=O)c1ccc(F)cc1 (stereo unspecified)	-3.1%	/
O=[N+]([O-])c1ccc(Cl)c(S(=O)(=O)Nc2cccc(-c3ccc(N4CCOCC4)nn3)c2)c1	15.5%	-3.6
COC(=O)c1c(NC(=S)NN2CCOCC2)sc2c1CCCC2	4.9%	2.5
COc1cc(NC(=O)Cn2cnc(S(=O)(=O)N3CCOCC3)c2)cc(OC)c1OC	i	-2.4
CCO[C@H]1OC(C(=O)N2CCCCCCC2)=C[C@@H](c2ccc(C(F)(F)F)cc2)[C@@H]1CCCO	-13.3%	-4.8
CCOc1ccc(C(=O)CCNC(Cc2cnc[nH]2)C(=O)O)cc1 (stereo unspecified)	?	/
CC(OC(=O)C1=COCCO1)C(=O)Nc1ncc(Cl)cc1Cl (stereo unspecified)	?	/
C=C1C(C(=O)Nc2cccc(OC)c2)C1C(=O)Nc1cccc(OC)c1 (stereo unspecified)	-0.4%	6.8
Cc1cccc(CSc2nc3nc(C)cc(C)n3n2)c1	?	/
CCc1ccc(-c2csc(NC(=O)Oc3ccccc3)n2)cc1	-0.5%	-0.4
CN(C(=O)COC(=O)/C=C/c1cn(-c2ccccc2)nc1-c1ccc2c(c1)OCCO2)C1CCS(=O)(=O)C1 (stereo unspecified)	9.8%	18.3
CCOc1ccc(CNC(=S)Nc2ccccc2)cc1Cl	?	/
COc1ccc(-n2nnnc2SCC(=O)c2ccc3c(c2)OCCO3)cc1	5.7%	9.1
CC(C(=O)O)c1ccc(N2Cc3ccccc3C2=O)cc1 (stereo unspecified)	19.8%	15.2
CC(=O)N1CC=CC1(CC(C)C)C(=O)NCc1cc(F)cc(C(F)(F)F)c1 (stereo unspecified)	1.7%	9.3
CC1CCCCN1CC(O)COCCC12CC3CC(CC(C3)C1)C2 (stereo unspecified)	0.4%	29.2
COc1cc(CCC(=O)OCC(=O)Nc2ncc(Cl)cc2Cl)cc(OC)c1OC	7.8%	16.3
COc1cccc(C2C(C#N)=C(N)N(N(C)C)C3=C2C(=O)CC(C)(C)C3)c1 (stereo unspecified)	?	/

(more compounds)
SMILES	Lipid storage S3	Lipid storage S3 cell count max
Cc1cc(C)nc(NS(=O)(=O)c2ccc(NC(=O)c3ccco3)cc2)n1	?	/
Cc1cc(=O)n(C2CCS(=O)(=O)C2)[nH]1 (stereo unspecified)	5.1%	15.2
COc1nc(N/N=C/c2ccc(-c3cccc([N+](=O)[O-])c3)o2)nc(N2CCOCC2)n1	7.4%	-9.5
COCCN(C(=O)CCC(=O)Nc1nccs1)C(C(=O)NC(C)(C)C)c1ccc(C)cc1 (stereo unspecified)	?	/
O=C(Cn1cnc2ccccc2c1=O)NNC(=O)c1cccc([N+](=O)[O-])c1	?	/
CCOC(=O)C1CCN(S(=O)(=O)c2ccc(NC(C)=O)c(Cl)c2)CC1	0.7%	14.6
Cc1cc(=O)n(-c2ccc(C(=O)O)cc2)[nH]1	8.1%	14.6
CC1CN(C(=O)c2cccc(C(=O)N3CC(C)OC(C)C3)c2)CC(C)O1 (stereo unspecified)	18.4µM*	7.8*
O=C(CCN1CCN(Cc2ccccc2)CC1)NNC(=O)Nc1cccc(Cl)c1	?	/
CCCCN(CCCC)CCNC(=O)Cc1nc2c(c(=O)[nH]c(=O)n2C)n1C	?	/
Cc1cccc(N2CCN(C3=NC(=O)C(Cc4ccccc4)S3)CC2)c1 (stereo unspecified)	12.8%	7.5
CC(C)CC(C(=O)Oc1ccc2c3c(c(=O)oc2c1)CCC3)N1C(=O)c2ccccc2C1=O (stereo unspecified)	?	/
Cc1ccc(CCSc2ccc(C(C)C)cc2)cn1	?	/
CCOC(=O)C1(Cc2ccc(Cl)cc2)CCN(C(=O)c2cnc(C)cn2)CC1	?	/
Cc1cc2cc3c(cc2nc1SCc1ccccn1)OCCO3	?	/
CC1CCCC(n2cnc3cc(C(=O)O)ccc32)C1C (stereo unspecified)	-0.6%	-0.9
CCOc1ccc(NC(=O)C2CCN(S(=O)(=O)c3c(C)n[nH]c3C)CC2)cc1	-1.8%	-20.5
Cc1cc(C)c2cc(CN(Cc3cccs3)Cc3nnnn3CC3CCCO3)c(=O)[nH]c2c1 (stereo unspecified)	?	/
O=C(NN1C(=O)NC2(CCCCC2)C1=O)c1cc(F)cc(F)c1	?	/
Cc1ccc(N2C(=O)CN(Cc3sccc3C)C2=S)cc1C	?	/
O=C(COC(=O)[C@H](Cc1c[nH]c2ccccc12)NC(=O)c1cccs1)NCc1ccccc1	?	/
CCOC(=O)N1CCC(NC(=O)C2CCN(S(=O)(=O)c3ccc4c(c3)oc(=O)n4C)CC2)CC1	6.2%	8.0
O=C(COc1ccc(S(=O)(=O)N2CCOCC2)cc1Cl)NC1CC1	-9.9%	-10.3
CCCNC(=O)C(=O)NCC(c1ccc2c(c1)OCO2)N1CCN(c2ccc(F)cc2)CC1 (stereo unspecified)	?	/

7 structures already listed, arranged by molecular weight, largest number first.
SMILES	Lipid storage S3	Lipid storage S3 cell count max
CCOC(=O)N1CCC(NC(=O)C2CCN(S(=O)(=O)c3ccc4c(c3)oc(=O)n4C)CC2)CC1	6.2%	8.0
Cc1cc(C)c2cc(CN(Cc3cccs3)Cc3nnnn3CC3CCCO3)c(=O)[nH]c2c1 (stereo unspecified)	?	/
CCCNC(=O)C(=O)NCC(c1ccc2c(c1)OCO2)N1CCN(c2ccc(F)cc2)CC1 (stereo unspecified)	?	/
CCOC(=O)C1(Cc2ccc(Cl)cc2)CCN(C(=O)c2cnc(C)cn2)CC1	?	/
O=C(COc1ccc(S(=O)(=O)N2CCOCC2)cc1Cl)NC1CC1	-9.9%	-10.3
O=C(NN1C(=O)NC2(CCCCC2)C1=O)c1cc(F)cc(F)c1	?	/
Cc1ccc(CCSc2ccc(C(C)C)cc2)cn1	?	/

Other structures.
SMILES	Lipid storage S3	Lipid storage S3 cell count max
CCOC(=O)C1(CCOc2ccccc2)CCN(CC2CC2)CC1	?	/
CCCCOc1ccc(CONS(=O)(=O)c2ccc(NC(C)=O)cc2)cc1Cl	?	/
CCOc1cc(S(=O)(=O)NC2CC(C)(C)NC(C)(C)C2)ccc1Cl	?	/
CCN(C(=O)CSc1nnc(-c2ccncc2)n1C)C1CCS(=O)(=O)C1 (stereo unspecified)	?	/
CCCc1c(C(=O)N/N=C/c2ccc(OCc3ccccc3)c(OC)c2)nnn1-c1nonc1N	?	/
COc1ccc(/C=N/Nc2ccccc2C(=O)O)cc1	23.6%	17.7
CC(C)NC(=S)NN=C1c2ccccc2-c2ccccc21	?	/
COc1cc(/C(C)=N/N2CCN(Cc3ccc(C)cc3)CC2)ccc1O	?	/
CCN(CC)C(=O)Cn1cc(C(=O)C(=O)N2CC=C(c3ccccc3)CC2)c2ccccc21	1.5%	-18.5
Cc1cc2nc(/N=C(\N)NC(=O)N3c4ccccc4Sc4ccccc43)nc(C)c2cc1C	?	/
COc1ccc2nc(C)cc(N3CCN(c4ccccc4)CC3)c2c1	?	/
CC(C)Cn1c(N)c(C(=O)COC(=O)CC23CC4CC(CC(C4)C2)C3)c(=O)n(C)c1=O	?	/
CC(=O)N1CCSc2ccc(S(=O)(=O)NCc3ccccc3)cc21	-15.7%	/
COc1ccc(-c2nc3cc(NC(=S)NC(=O)Cc4ccccc4)ccc3o2)cc1	14.5%	0.9
O=C(COC(=O)c1ccc([N+](=O)[O-])s1)Nc1ccc(F)cc1	?	/
CCCOc1ccc(/C=N/NC(=O)c2nnn(-c3nonc3N)c2-c2cccs2)cc1OC	i	-9.0
CCc1nc2ccccc2n1Cc1ccccc1F	?	/
CCOC(=O)c1cc2c(=O)n3cccc(C)c3nc2n(CCCOC)c1=NC(=O)c1cccnc1	-13.8%	-8.3
Cc1ccc(S(=O)(=O)Cc2c(C)noc2C)cc1	?	/
CN1N=C(C(=O)N2CCN(c3ccc([N+](=O)[O-])cc3)CC2)CCC1=O	-7.6%	/
Cc1cc(Br)cc(C)c1NC(=O)c1ccc(C#N)cc1F	-22.4%	3.8
NC(=O)c1ccsc1NC(=O)c1ccc(S(=O)(=O)N2CCCC2)cc1	0.6%	-6.2
COc1ccccc1CN1CCc2c([nH]c3ccccc23)C1	i	4.6
CC(=O)N1CCN(c2ccc(Nc3nc(C)nc4c3oc3ccccc34)cc2)CC1	?	/
COc1cc(NS(=O)(=O)c2ccc(F)cc2)c(C(=O)O)cc1OC	-2.2%	0.1
CC(=O)Nc1ccc(NC(=O)CN(c2ccc([N+](=O)[O-])cc2)S(=O)(=O)c2ccccc2)cc1	15.9%	1.6
COc1ccc(CNc2ncc(-c3ccccc3)n2C)c(OC)c1OC	-17.9%	17.0
CCC(NS(=O)(=O)c1cn(C)nc1C)c1ccccc1 (stereo unspecified)	?	/

Molecules shown so far that have a tert-butyl group (2):
SMILES	Lipid storage S3	Lipid storage S3 cell count max
C[C@@H](NC(=O)[C@@H]1Cc2ccccc2CN1C(=O)OC(C)(C)C)C(=O)NCC1CCCO1 (stereo partly specified)	26.2%	/
COCCN(C(=O)CCC(=O)Nc1nccs1)C(C(=O)NC(C)(C)C)c1ccc(C)cc1 (stereo unspecified)	?	/

Compound activity deposited in PubChem BioAssay by National Center for Advancing Translational Sciences (NCATS).
